Screening results deposited in PubChem BioAssay by The Scripps Research Institute Molecular Screening Center.
TbREL1 inh = TbREL1 inhibition, primary screen; TbREL1 RNA ligation, FRET fluorescence; inhibition, % at 9.66 µM; actives 0.49% (n = 89,000);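 active = inhibition above the mean inhibition across all screened compounds plus 3 SD, cut at about 11% in these data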;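 also: 0% = plate median of test wells and 100% = NSC42067 control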
The depositor's hits bear a star; & = joins results of further samples.

compound	TbREL1 inh
CCCS(=O)(=O)NC(=O)C1(C)CCN(C(=O)c2cc(C)nn2C(C)(C)C)C1 (stereo unspecified)	-1
CN1C(=O)[C@H]2[C@@H](/C=C/c3ccccc3)N3C(=O)CN(Cc4ccccn4)C(=O)[C@@]3(C)[C@H]2C1=O	1
COC(=O)[C@]1(CC(C)C)N[C@H](c2ccc(-c3ccc(F)cc3)c(OC)c2)[C@@H]2C(=O)N(C)C(=O)[C@@H]21	-2
O=C(CCc1ccc(O)c(O)c1)N/N=C/c1ccc2c(c1)OCO2	-1
COc1ccc(CNC(=O)C2CCCN(S(=O)(=O)c3ccc(-n4cnnn4)cc3)C2)cc1 (stereo unspecified)	-5
O=C(CNC(=O)c1ccccc1Cl)OC1CCOC1=O (stereo unspecified)	8
O=c1cc(N2CCOCC2)[nH]c(=O)n1-c1ccc(Cl)cc1	-5
O=C(Nc1ccc(F)cc1)c1ccc2snnc2c1	6
C=Cc1ccc2c(c1)OCCOCCOCCOCCOCCO2	3
O=C(NCCc1ccc(F)cc1)C1CCN(C(=O)Nc2ccccc2)CC1	1
OC(c1ccccc1)(c1ccccc1)C1CCN(CCCOc2ccc(Cl)cc2)CC1	9&8
CCCCN1CC(COCc2ccccc2)Oc2cccc(Oc3ccccc3)c2S1(=O)=O (stereo unspecified)	5
COc1ccc(OC)c(S(=O)(=O)N2Cc3ccccc3CC2C(=O)O)c1 (stereo unspecified)	0
Cc1nn(Cc2cccc(C(=O)NC3CCCCC3)c2)c(C)c1Cl	-1
O=C(C[C@H]1C[C@H](C(=O)N2CCOCC2)[C@@]2(CCC3CCCC3)c3[nH]c4ccc(Cl)cc4c3CCN2C1=O)NCCc1ccccn1	-1
Cc1ccccc1Cn1c(C)c(C(=O)NCc2ccc(Cl)c(Cl)c2)sc1=O	-1
CC(=O)n1cc([C@@H]2C=C(C(=O)N3CCN(Cc4ccc5c(c4)OCO5)CC3)O[C@H](OCc3ccc(CO)cc3)C2)c2ccccc21	0
Cc1ccc(-c2nc3ccccc3n2C)o1	2
COc1cccc(NC(=O)NC2CCCCN(Cc3ccc(C)cc3)C2=O)c1 (stereo unspecified)	-3
CC(C)(C)OC(=O)N[C@H](C(=O)OC(C)(C)C)c1ccc(C(F)(F)F)cc1	5
NS(=O)(=O)c1ccc(NC(=O)c2cccc(N3C(=O)c4ccccc4C3=O)c2)cc1	12*
CCOc1ccccc1NC(=O)CN1C(=O)COc2ccc(S(=O)(=O)N3CCOCC3)cc21	-1
COc1ccc(NC(=O)C2CCN(c3nc(C)cc(C)n3)CC2)cc1	-2
CCOC(=O)c1c(CN2CCCCC2)n(C)c2cc(Br)c(OC)cc12	1
COc1cc(CN2CCN(CC#Cc3ccccc3)CC2CCO)cc(OC)c1 (stereo unspecified)	0
CCOc1ccccc1N(CC(=O)NC1CCCCC1)C(=O)CNC(=O)c1ccco1	-1
O=C(CCc1nc2ccccc2c(=O)[nH]1)NCc1ccccn1	-1
Cc1onc(-c2c(F)cccc2Cl)c1C(=O)Nc1nnc(-c2ccccc2)s1	-1
Cc1ccc(NC(=O)C2C3CCCC2C3c2ccccc2)cc1 (stereo unspecified)	4
CCOC(=O)N1CCN(C(=O)CN(C)S(=O)(=O)c2ccc(Cl)cc2)CC1	3

Ordered by the number under TbREL1 inh (ascending): six from the list above
Compound,TbREL1 inh
COc1cccc(NC(=O)NC2CCCCN(Cc3ccc(C)cc3)C2=O)c1 (stereo unspecified),-3
CC(=O)n1cc([C@@H]2C=C(C(=O)N3CCN(Cc4ccc5c(c4)OCO5)CC3)O[C@H](OCc3ccc(CO)cc3)C2)c2ccccc21,0
O=C(NCCc1ccc(F)cc1)C1CCN(C(=O)Nc2ccccc2)CC1,1
C=Cc1ccc2c(c1)OCCOCCOCCOCCOCCO2,3
CC(C)(C)OC(=O)N[C@H](C(=O)OC(C)(C)C)c1ccc(C(F)(F)F)cc1,5
O=C(Nc1ccc(F)cc1)c1ccc2snnc2c1,6

Reprinted at random: 2 compounds from above.
compound	TbREL1 inh
Cc1onc(-c2c(F)cccc2Cl)c1C(=O)Nc1nnc(-c2ccccc2)s1	-1
COc1cc(CN2CCN(CC#Cc3ccccc3)CC2CCO)cc(OC)c1 (stereo unspecified)	0

Continued.
compound	TbREL1 inh
Cc1cn(C2OC(COC(=O)c3ccccc3)C(OC(=O)c3ccccc3)C2OC(=O)c2ccccc2)c(=O)[nH]c1=O (stereo unspecified)	2
COc1cccc(NC(=O)CSc2nnc3ccc(-c4ccncc4)nn23)c1	2
CC(C)C(C)NC(=O)CN1C(=O)NC2(CCc3ccccc3C2)C1=O (stereo unspecified)	2
COc1ccc2c(Cl)c(C(=O)NN)sc2c1	4
C[C@@]12C(=O)N(c3cccc(Cl)c3)C(=O)N1[C@H](c1ccc(Cl)cc1)[C@@H]1C(=O)N(C3CCCCC3)C(=O)[C@@H]12	7
CCC(C)(C)NC(=O)/C=C/c1cc(OC)c(OC)c(S(=O)(=O)N2CCc3ccccc32)c1	0
CCOc1cc(-c2noc(CCC(=O)Nc3cccnc3)n2)ccc1OC	1
COC(=O)c1ccccc1NC(=O)CSc1nnnn1C1CCCCC1	5
Cc1ccc(NC(=O)CN(C)S(=O)(=O)c2ccc3[nH]c(=O)oc3c2)c(C)c1	-2
Cc1cccc(N2CC(C(=O)Nc3ccc(S(=O)(=O)N4CCCCC4)cc3)CC2=O)c1C (stereo unspecified)	0
O=C(CSc1nnnn1-c1ccccc1)Nc1ncc(Cc2cc(Cl)ccc2Cl)s1	3
CCC(=O)N1N=C2CC(C)(C)OCC2C1c1ccccc1 (stereo unspecified)	2
Cc1ccc(C(C(=O)NC2CCCCC2)N(Cc2ccco2)C(=O)Cn2cnc3ccccc32)cc1 (stereo unspecified)	-5
CC(=O)N1CCN(C(=S)NCc2ccccc2)CC1	7
COc1cc2c(cc1OC)CN(S(=O)(=O)c1ccc3c(c1)OCCO3)CC2	0
Cc1ccccc1NC(=O)Nc1cnccn1	2
Cc1cc(C)c(OC2(c3ccccc3)OC(=O)c3ccccc32)c(C)c1 (stereo unspecified)	1
O=C(Cn1cnc2ccccc2c1=O)NCc1cccs1	7
COc1ccc(NC(=O)Nc2cccc(C)n2)cc1	-1
COc1ccccc1C(=O)OCC(=O)NC(C)CCc1ccccc1 (stereo unspecified)	-4
Cc1ccc(NC(=O)COC(=O)CN2C(=O)C3CCCCC3C2=O)cc1S(=O)(=O)N1CCOCC1 (stereo unspecified)	6
O=C(CC(=O)N/N=C/c1c(F)cccc1Cl)NCCc1ccccc1	1
Cc1cc(S(=O)(=O)N2CCN=C2c2ccccc2)ccc1F	4
O=c1[nH]c2ccc(S(=O)(=O)N3CCN(C4CCCCC4)CC3)cc2[nH]c1=O	0
O=C(c1ccccc1NS(=O)(=O)c1ccc(Br)s1)N1CCOCC1	-1
CC(C)[C@H](NC(N)=O)C(=O)Nc1cccc(S(=O)(=O)N2CCOCC2)c1	6
CC(=O)N1CCN(c2ccc(NC(=O)c3ccc(Br)o3)cc2Cl)CC1	1
COc1ccccc1N1C(=O)Cc2ccccc2C1=O	3
CC(=O)N1CCN(C2=Nc3ccccc3Sc3ccccc32)CC1	1
COc1ccc(NC(=O)CCNS(=O)(=O)c2ccc(Cl)c([N+](=O)[O-])c2)cc1S(N)(=O)=O	-2

(listing goes on)
compound	TbREL1 inh
O=C(Nc1cccc(Cl)c1)c1ccc(NCCCN2CCOCC2)c([N+](=O)[O-])c1	-1
CCC(C)(C)n1nnnc1C(C(C)C)N(Cc1cccnc1)Cc1ccco1 (stereo unspecified)	-4
COc1cccc(-c2nn(-c3ccc(C)cc3)cc2C(=O)NCC(c2cccs2)N2CCOCC2)c1 (stereo unspecified)	-2
Cn1cc(C(CO)Cc2ccccc2)c2ccccc21 (stereo unspecified)	-5
Cc1cc(F)ccc1S(=O)(=O)Nc1ccccc1C(=O)Nc1ncn[nH]1	1
OCCNc1nc(-c2cccnc2)nc2ccccc12	-4
Cc1ccccc1CN1C2=NCCN2c2ccccc21	3
COC(=O)[C@]12C[C@H](CC(=O)NCC3CCCCC3)C(=O)N(CCc3ccc(OC)c(OC)c3)C1=C[C@H](C(C)C)O[C@@H]2C1CC1	2
COC(=O)c1ccc(NC(=O)COC(=O)c2nc3nccc(C)n3n2)cc1	-2
CC1Cc2ccccc2N1S(=O)(=O)c1cccc(C(=O)OCC(=O)NCc2ccco2)c1 (stereo unspecified)	-1
Cc1c(C)c2ccc(OCC(=O)Nc3ccccn3)c(C)c2oc1=O	0
O=C(CSc1nnc(Cc2cccs2)n1Cc1ccco1)Nc1cccc(Cl)c1	0
CCOc1ccc(N=C2NN=C(c3cc(C)n(CC4CCCO4)c3C)CS2)cc1 (stereo unspecified)	2
CC1CCCCC1NC(=O)COC(=O)/C=C/c1ccc2c(c1)OCO2 (stereo unspecified)	-1
COC(=O)C1CN(CCc2ccccc2)CCS(=O)(=O)N1Cc1ccc(OC)cc1 (stereo unspecified)	-2
O=C1CN(c2ccccc2)C(=S)N1C(=O)c1ccccc1	-6
Cc1cc(C(C)(C)C)cc(S(=O)(=O)Nc2ccc(O)c(C(=O)O)c2)c1C	-1
CC(C)Cn1c(SCC(=O)NC2CCCc3ccccc32)nc(O)cc1=O (stereo unspecified)	3
COC(=O)[C@]12C[C@H](CC(=O)NCc3ccc(OC)c(OC)c3)C(=O)N(Cc3cccc4ccccc34)C1=C[C@H](C(C)C)O[C@@H]2C1CC1	9
Cc1ccccc1NC(=O)CC1SC(=Nc2ccc(O)cc2)NC1=O (stereo unspecified)	-1
Cc1c(C(=O)NCc2ccccc2)sc(=O)n1Cc1ccccc1F	0
Cc1c(-n2c(SCC(=O)N(C)C3CCS(=O)(=O)C3)nc3ccccc3c2=O)c(=O)n(-c2ccccc2)n1C (stereo unspecified)	0
CN1CCN(C(c2ccccc2)c2nnnn2Cc2ccccc2)CC1 (stereo unspecified)	-4
Cc1ccc(S(=O)(=O)NCC(=O)OC(C(=O)c2ccccc2)c2ccccc2)cc1 (stereo unspecified)	0
C[C@@H](NC(=O)c1ncn(C)c1C(=O)N[C@H](C)c1ccccc1)c1ccccc1	0
Cc1nnc(NCc2cccc(Cl)c2)c2ccccc12	2
O=C(NCC1CCCCC1)c1cc(-c2cc(F)ccc2OCC2CCCO2)n[nH]1 (stereo unspecified)	0
CC(=O)c1ccc(OCC(O)CN2CC(C)OC(C)C2)cc1 (stereo unspecified)	-1
O=C(O)/C=C\C(=O)Nc1ccccc1C(=O)NCc1ccccc1	3
CC(Oc1ccccc1)C(=O)OCC(=O)Nc1sccc1C(N)=O (stereo unspecified)	3

Later entries.
compound	TbREL1 inh
C=CCN(c1ccc(C(=O)Nc2cccc(C)c2)cc1)S(C)(=O)=O	4
CCCc1nc2ccc(C)cn2c1Cc1ccc(OC)cc1C	-1
CCOC(=O)c1cn(CC(=O)Nc2cccc(Cl)c2C)nn1	-2
CC12CCCC(C(C#N)C(N)=O)(C1)NC(=O)C2C#N (stereo unspecified)	2
COC(=O)c1cccnc1-n1c(=O)c2cccnc2n(Cc2cccc(C(F)(F)F)c2)c1=O	2
Cc1cc(F)cc(-c2cc(C(=O)NCc3ccco3)[nH]n2)c1	2
O=C(C1=C[C@@H](c2ccc(C(F)(F)F)cc2)C[C@@H](OCc2ccc(CO)cc2)O1)N1CCOCC1	-1
Cc1ccoc1C(=O)NCCCNC(=O)c1occc1C	2
CCOc1ccc(S(=O)(=O)NCc2ccncc2)cc1NC(=O)c1ccccc1F	-2
COC(=O)Cn1c(=NC(=O)CCS(=O)(=O)c2ccccc2)sc2c(OC)ccc(OC)c21	2
O=C(CCNS(=O)(=O)c1ccccc1)NNC(=O)C1COc2ccccc2O1 (stereo unspecified)	-2
COc1ccc(OC)c(-c2cc(C3CCN(c4cc(Cl)nc(N)n4)CC3)[nH]n2)c1	1
NC(=O)c1ccsc1NC(=O)COC(=O)CCCOc1ccccc1	-2
COc1ccc(C(=O)Nc2ccc(S(=O)(=O)N3CCCC3)cc2)c(OC)c1	-2
O=C1CC(N2CCC(O)(c3ccc(Cl)cc3)CC2)C(=O)N1 (stereo unspecified)	0
O=C(CNC(=O)c1ccc(Cl)cc1)NCCCn1ccnc1	-1
CCc1ccc(-c2nn[nH]n2)cc1	2
CCOC(=O)CNC(=O)CSc1nc2cccnc2n1C	4
O=C1N=C2SCCN2/C1=C\c1ccc(Cl)cc1	-2
C#CCN1C(=O)C(O)(CC(=O)c2ccc3c(c2)OCCO3)c2ccccc21 (stereo unspecified)	4
COc1cc(C2C(C#N)=C(SC)NC3=C2C(=O)CCC3)ccc1O (stereo unspecified)	-2
CCCCc1nnc(NC(=O)C2CCN(c3ncnc4sc(C)c(C)c34)CC2)s1	6
COc1ccc(NC(C)C(=O)N/N=C/c2c(O)ccc3ccccc23)cc1 (stereo unspecified)	-6
COc1cccc(NS(=O)(=O)c2ccc3[nH]cc(C(=O)NCCCOC(C)C)c(=O)c3c2)c1	0
CC(NC(=O)c1ccncc1)c1ccc(Br)cc1 (stereo unspecified)	0
COc1ccc(CCNC(=O)Cc2ccc3c(c2)OCO3)cc1OC	-1
CC(Sc1n[nH]c(-c2cccs2)n1)C(=O)Nc1ccc(C(N)=O)cc1 (stereo unspecified)	1
COc1ccccc1NC(=O)Nc1nc(CC(=O)NCc2ccc(F)cc2)cs1	-2
Cc1ccc(-n2c(-c3cnccn3)n[nH]c2=S)c(Br)c1	-5
Cc1nnc(Nc2ccc3c(c2)ncn3C)c2ccccc12	0
N#C/C(=C/Nc1ccccc1)c1ccsc1	-1

TbREL1 inh: hit marks shown above
compound	TbREL1 inh
NS(=O)(=O)c1ccc(NC(=O)c2cccc(N3C(=O)c4ccccc4C3=O)c2)cc1	12*

Only part of the results is shown (hit frequency here may not be typical).
